KCNH2 WT inh = inhibitors of human wildtype KCNH2 potassium channel. 340,000 tested, 0.37% active. U2OS, BacMam KCNH2, thallium flux FluxOr; active compounds read low. Q12809. activity change, % at 1.84 µM. AID 720551;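 active = maximum activity change below -70%; inconclusive = maximum activity change between -70% and -50%; inactive = maximum activity change above -50%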; note: % is set by controls: 0 for no effect and ±100 for the full control effect
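U2OS cells were transduced with wild-type KCNH2 virus (2.03 x 10^8 / mL) for 4 h at room temperature, then cultured overnight at 37 C. Thallium flux was read with FluxOr dye. Rate constants were normalized to DMSO controls.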
PKM2 act = activators of human pyruvate kinase M2. purified PKM2, Kinase-Glo ATP luminescence, activation; response scale: 0% is enzyme alone, no compound. 260,000 tested, 0.34% active. P14618. Potency, µM (series often up to 57.5 µM), for the others: top-dose activation, most hits filed as activators; note: potency is the fitted concentration of half-maximal effect; % is set by controls: 0 for no effect and ±100 for the full control effect; nearly all actives have a fitted effect of over 55% in size
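Kinase-Glo luminescence reports ATP generated from ADP (0.1 mM) and PEP (0.5 mM) by purified hPK-M2 after 1 h at room temperature, pH 7.2 imidazole buffer; intermediate enzyme activity allows detecting inhibitors and activators.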
USP2a inh = USP2a (human) protease inhibition; USP2 core, Ub-CHOP2 coupled fluorogenic reporter, 485/531; Potency, µM (top dose mostly 38.3 µM), for inactives: at the top dose activity change, negative = inhibition, hits mostly inhibitors; 330,000 tested, 0.01% active;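 note: potency is the fitted concentration of half-maximal effect; plate controls were DMSO wells for no effect and full inhibition by NEM control for full effect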
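Deubiquitinase activity read as fluorescence (485/531 nm) after Ub-CHOP2 cleavage activates the enterokinase reporter on its substrate; USP2 core 10nM, Ub-CHOP2 and substrate 25nM each, 30min compound preincubation then 60min RT; data normalized to NEM, curves fitted.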
Eya2 inh = Eya2 (human) phosphatase inhibition; O00167; recombinant Eya2, OMFP fluorescence dephosphorylation (OMFP is methylfluorescein phosphate); Potency, µM (series often up to 76.9 µM), without a hit: at the top dose activity, negative = inhibition, actives largely listed as inhibitors; 330,000 tested, 0.006% active; note: potency is the fitted concentration of half-maximal effect; % is set by controls: 0 for no effect and ±100 for the full control effect
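Eya2 protein (added as 0.2 uM solution) was preincubated with compound for 10 min at ambient temperature in 50 mM HEPES pH 7.5, 50 mM NaCl, 5 uM MgCl2, 0.05% BSA, 1 mM DTT. OMFP (added at 50 uM) then reacted 10 min; fluorescence read at 485/525 nm.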
Mito fusion act = mitochondrial division inhibition or fusion activation. S. cerevisiae fusion-defective mutant growth rescue, CellTiterGlo 48 h. Potency, µM (doses to about 46.1 µM), for the others: at the top dose growth rescue (activation), actives largely listed as activators. 320,000 tested, 0.23% active. AID 485298;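 note: potency is the fitted concentration of half-maximal effect; % of control where 0% means no effect; nearly all actives have a fitted effect of over 45% in size; temperature-sensitive fusion mutants such as fzo1-1 at 37 °C on non-fermentable ethanol glycerol medium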
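Read-out: ATP-based luminescence (CellTiterGlo, 10 min ambient) reporting growth of fusion-defective ts yeast after 48 hours at 37C on glycerol/ethanol YPEG medium in the presence of compound.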
TSHR antag = blocks TSH signaling through the human TSH receptor; P16473; TSHR-expressing cells, TSH-stimulated cAMP HTRF, 2 h; active compounds read low; activity change, negative = inhibition, % at 11.5 µM; 330,000 tested, 0.2% active;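 active = activity change below a set negative limit, meaning inhibition stronger than a set level, cut at about -70% in these data; inconclusive = activity change between two set negative limits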; note: % is set by controls: 0 for no effect and ±100 for the full control effect
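Competitive HTRF cAMP read-out (cryptate anti-cAMP antibody, cAMP-d2; 30 min, room temperature) in freshly harvested TSHR cells. Compounds added before TSH at EC80 (4nM final), followed by 2 hours' incubation at 37 deg C.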
Chronic BCR inh = chronic active BCR signaling inhibition. ABC-DLBCL IkBa-CBG/CBR reporter, luminescence ratio, 4 h. Potency, µM (highest dose often 46.1 µM), inactives show at the highest dose ratio change, negative = lower green/red ratio, usual class: inhibitors. 340,000 tested, 0.05% active. AID 493014; active = well fitted inhibition curve with a large enough effect in the signal ratio, with a control signal flat, not every such curve was filed as active; inconclusive = small, poorly fitted or top-dose-only effect, or effect the other way, or a change in a side signal; the % refers to the signal ratio;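 note: potency is the fitted concentration of half-maximal effect; plate controls were basal doxycycline-induced cells for no effect and cells given 10 µM MG132 for full effect; MG132 reads +100%, hits lower the ratio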
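Cell line TMD8 (human ABC DLBCL), stably expressing tet-inducible CBG68-IkBa fusion and CBR; IMDM/0.5% FBS; cpd up to 46 uM; dox induction, 4 h, 37C/5% CO2; dual luminescence; green/red ratio; MG132 control.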
Menin-MLL TR inh = menin-MLL binding inhibition, Texas Red mutant peptide; 270,000 tested, 0.23% active; AID 1768; Menin + Texas Red MLL mutant peptide, fluorescence polarization; Potency, µM (doses to about 61.6 µM), for inactives: at the highest dose FP activity change, negative = inhibition, hits mostly inhibitors; active = well fitted inhibition curve with a large enough effect in the polarisation, with a control signal flat, not every such curve was filed as active; inconclusive = small, poorly fitted or top-dose-only effect, or effect the other way, or a change in a side signal; inactive = no such curve, though single readings can be large or run the other way; the % refers to the polarisation; note: potency is the fitted concentration of half-maximal effect; % of control where 0% means no effect; many of its hits are not listed in these tables
Target sequence (O00255 whole entry, looked up): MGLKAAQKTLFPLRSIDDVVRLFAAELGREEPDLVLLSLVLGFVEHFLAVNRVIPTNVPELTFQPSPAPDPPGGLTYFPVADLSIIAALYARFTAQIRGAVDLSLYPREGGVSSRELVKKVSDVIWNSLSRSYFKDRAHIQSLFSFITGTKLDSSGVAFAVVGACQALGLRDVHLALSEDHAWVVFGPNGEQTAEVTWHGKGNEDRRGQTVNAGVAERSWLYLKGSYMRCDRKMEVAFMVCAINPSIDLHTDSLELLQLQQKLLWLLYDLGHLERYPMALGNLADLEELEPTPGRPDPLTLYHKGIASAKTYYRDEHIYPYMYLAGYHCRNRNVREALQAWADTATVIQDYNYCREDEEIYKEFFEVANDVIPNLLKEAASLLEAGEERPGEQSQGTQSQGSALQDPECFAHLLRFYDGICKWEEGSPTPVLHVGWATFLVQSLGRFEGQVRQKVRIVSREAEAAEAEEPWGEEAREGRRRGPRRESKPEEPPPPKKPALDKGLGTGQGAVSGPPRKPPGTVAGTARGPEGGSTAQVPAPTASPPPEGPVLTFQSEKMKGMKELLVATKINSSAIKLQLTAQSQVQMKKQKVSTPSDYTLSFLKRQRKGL
ASM inhibitor = inhibitors of human secretory acid sphingomyelinase | P17405 | placental ASM, HMU-PC fluorogenic substrate, 60 min | Potency, µM (titrated, usually from 57.5 µM), inactives show at the top dose activity change, negative = inhibition, hits mostly inhibitors | 340,000 tested, 0.006% active; note: potency is the fitted concentration of half-maximal effect
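qHTS format. ASM enzyme prepared from human placenta hydrolyses the fluorogenic substrate HMU-PC0 (9 uM final) over 60 min at 37 °C after a 10 min compound preincubation.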
GALK inhibitor = blocks human galactokinase activity | Purified GALK, Kinase-Glo residual ATP luminescence | Potency, µM (series often up to 57.5 µM), for inactives: top-dose activity change, negative = inhibition, actives largely listed as inhibitors | 270,000 tested, 0.007% active | AID 1868; note: potency is the fitted concentration of half-maximal effect; % is set by controls: 0 for no effect and ±100 for the full control effect
Target sequence (P51570 whole entry, looked up): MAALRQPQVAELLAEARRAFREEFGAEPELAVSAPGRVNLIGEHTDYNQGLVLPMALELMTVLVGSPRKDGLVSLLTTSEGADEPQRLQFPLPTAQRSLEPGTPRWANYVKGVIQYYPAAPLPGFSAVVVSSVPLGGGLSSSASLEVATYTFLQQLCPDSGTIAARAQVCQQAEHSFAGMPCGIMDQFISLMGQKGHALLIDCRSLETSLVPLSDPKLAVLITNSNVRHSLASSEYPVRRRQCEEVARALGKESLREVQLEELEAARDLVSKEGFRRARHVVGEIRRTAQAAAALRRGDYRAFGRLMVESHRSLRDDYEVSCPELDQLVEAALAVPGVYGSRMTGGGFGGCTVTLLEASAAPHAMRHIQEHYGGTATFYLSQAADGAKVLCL
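Compounds were pin-transferred into ATP buffer (35 uM final), then GALK plus galactose (5 nM, 100 uM final) was added. After 1 h at room temperature, Kinase-Glo Plus was added and luminescence read after 10 min.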
MBNL1-CUG inh = blocks human MBNL1 binding to CUG repeat RNA | Potency, µM (doses to about 57.5 µM), inactives show at the highest dose activity change, negative = inhibition, actives largely listed as inhibitors | AID 2675 | Q9NR56 | TR-FRET MBNL1-His/biotin-(CUG)12 binding, 665/545 ratio | 280,000 tested, 0.036% active; active = well fitted inhibition curve with a large enough effect in the signal ratio, with a control signal flat, not every such curve was filed as active; inconclusive = small, poorly fitted or top-dose-only effect, or effect the other way, or a change in a side signal; inactive = no such curve, though single readings can be large or run the other way; the % refers to the signal ratio; note: potency is the fitted concentration of half-maximal effect; % is set by controls: 0 for no effect and ±100 for the full control effect
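TR-FRET between His-tagged MBNL1 and biotin-(CUG)12 RNA, detected with Tb anti-His antibody (0.055 ng/ul) and streptavidin-XL665 (5 nM), 60 min at room temperature. Compounds titrated 92 nM to 58 uM; 665/545 nm ratio normalized to buffer and complex controls.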
The depositor's hits bear a star; i = inactive; ? = inconclusive; . = not tested or not shown. Unless noted, calls come from the whole dose curve; as a rule, active = well fitted curve in the direction sought with a large enough effect; inconclusive = small, poorly fitted or top-dose-only effect, or another doubt; inactive = no such curve, though single readings can be large; an effect the other way counts as inactive or inconclusive. Only part of the results is shown; count on the stated rates, not on these rows.

SMILES	KCNH2 WT inh	PKM2 act	USP2a inh	Eya2 inh	Mito fusion act	TSHR antag	Chronic BCR inh	Menin-MLL TR inh	ASM inhibitor	GALK inhibitor	MBNL1-CUG inh
CC(C)C(c1nnnn1Cc1ccccc1)N(Cc1ccco1)Cc1cccs1 (stereo unspecified)	10	-2%	1%	-11%	16%	-22	?	-13%	-4%	0%	-2%
Cc1ccc(C(=O)NCC(=O)Nc2ncccc2C)s1	-7	.	-1%	6%	-1%	32	13%	.	1%	.	.
Clc1ccc(-c2ncc3ccccn23)c(Cl)c1	-21	-9%	-1%	-1%	3%	44	-7%	?	2%	0%	-16%
COc1ccc(NC(=S)N2CCc3ccccc3C2)cc1OC	-6	2%	8%	8%	-3%	2	-2%	5%	4%	2%	-4%
CN(C)c1nc(-c2ccc([N+](=O)[O-])cc2)cs1	-2	-8%	6%	2%	2%	-12	?	3%	-7%	-1%	?
CCCCNC(=O)CCCCC(=O)N/N=C/c1cccc(Cl)c1	1	-20%	0%	-10%	5%	10	0%	5%	2%	-1%	-5%
Cc1ccc(NC(=O)c2c([N+](=O)[O-])c(C(C)(C)C)nn2C)cc1	-3	9%	-2%	3%	-6%	-5	8%	9%	-5%	2%	-10%
CC(C)(C)NC(=O)COC(=O)c1cc(Cl)ccc1[N+](=O)[O-]	-1	-8%	4%	0%	9%	18	11%	-10%	-2%	-2%	?
COC(=O)c1cc(S(=O)(=O)N2CCOCC2)c(N2CCOCC2)cc1N1CCOCC1	1	7%	-1%	15%	3%	.	3%	1%	6%	-3%	-5%
CC(C)CN(CC(C)C)S(=O)(=O)N1CCC(C(=O)NCc2ccco2)CC1	.	-2%	-1%	13%	-3%	0	3%	-5%	1%	3%	-2%
Cc1cccnc1NC(=S)NC(=O)c1cccs1	-24	-14%	2%	3%	-9%	9	?	22%	1%	-3%	3%
Cc1noc(C)c1C(=O)OCC(=O)Nc1ccccc1Oc1ccccc1	0	-5%	3%	1%	20%	-4	5%	1%	2%	0%	-8%
COc1ccc(C)cc1NS(=O)(=O)c1cc(C)ccc1C	0	1%	-2%	-37%	2%	-8	?	-2%	-3%	0%	4%
N/C(=N\N=C\c1ccco1)SC1CC(=O)N(c2ccc(C(=O)O)cc2)C1=O (stereo unspecified)	i	0%	2%	6%	-1%	-9	0%	-5%	8%	1%	?
COc1ccc(C2CCCN2C(=O)Nc2ccc(C)c(C)c2)cc1OC (stereo unspecified)	29	16%	2%	9%	2%	-6	-20%	-2%	-1%	1%	6%
CCOC(=O)c1ccccc1NC(=O)COC(=O)c1ccccc1C(=O)N(C)c1ccccc1	-4	.	0%	10%	22%	-4	-7%	.	.	.	.
CCOCCOC(=O)c1[nH]c2c(c1C)C(=O)CC(c1ccc(OC)c(OC)c1)C2 (stereo unspecified)	-4	.	-3%	-1%	6%	-16	?	-5%	-3%	-1%	-10%
CCc1cc(CNC(=O)c2ccc(OC3CCN(CCc4ccccc4)CC3)cc2)on1	49	13%	2%	7%	-12%	-4	-8%	?	2%	-2%	-6%
COc1ccc(C2OC(=O)CC2C(=O)NCc2ccc(Cl)cc2)cc1OC (stereo unspecified)	1	1%	-2%	9%	-1%	-2	?	1%	-2%	0%	-2%
COc1cccc(/C=c2\sc3nc(-c4cccs4)nn3c2=O)c1OC	2	-1%	0%	-14%	0%	-2	5%	25%	-15%	-2%	-9%
CCCn1c2ccccc2c2cnn(CC(=O)NC3CCCCC3)c(=O)c21	-226*	.	4%	1%	-1%	-49	4%	.	1%	-3%	0%
CCC(C)NCCOCCOc1ccc(Cl)c2ccccc12 (stereo unspecified)	6	-9%	-5%	2%	20%	34	?	?	-4%	-2%	?
c1coc(-c2ccnc(-n3cccc3)n2)c1	-13	3%	8%	-10%	-2%	-7	6%	0%	5%	1%	9%
CCCCOP(=O)(OCCCC)C(O)c1ccc(Br)cc1 (stereo unspecified)	1	2%	1%	4%	11%	2	-6%	-13%	0%	1%	-7%
COc1ccc(NS(=O)(=O)c2ccc(OC)c(NC(=O)CCC3CCCCC3)c2)cc1	4	-2%	-1%	-4%	-2%	-1	-5%	10%	-8%	0%	-7%
COc1cccc(CN2C(=O)c3ccccc3C2C(=O)NCC2CCCO2)c1 (stereo unspecified)	1	-2%	-1%	5%	3%	7	26%	-4%	-1%	1%	3%
COc1ccc([N+](=O)[O-])cc1NC(=O)c1ccco1	3	2%	0%	1%	5%	6	8%	12%	-4%	3%	?
COc1ccc(C2Nc3ccccc3NC3=C2C(=O)CC(C)(C)C3)cc1OC (stereo unspecified)	-1	0%	2%	1%	-4%	13	0%	-17%	-2%	-2%	1%
COC(=O)c1cc(S(=O)(=O)N2CCCCC2)c[nH]1	-16	.	2%	3%	-1%	7	?	14%	-2%	-2%	2%
Cc1cccc(C)c1NC(=O)NCCCN1CCN(c2ccccc2)CC1	39	1%	1%	-6%	-1%	25	-2%	-17%	6%	1%	-11%

Single entries from the list:
COc1cccc(CN2C(=O)c3ccccc3C2C(=O)NCC2CCCO2)c1 (stereo unspecified) @ Eya2 inh = 5%
Cc1cccc(C)c1NC(=O)NCCCN1CCN(c2ccccc2)CC1 @ Eya2 inh = -6%

Three compounds out of the list above, arranged by their value in Eya2 inh, smallest number first.
| compound | Eya2 inh |
| --- | --- |
| COc1ccc(C)cc1NS(=O)(=O)c1cc(C)ccc1C | -37% |
| CCOCCOC(=O)c1[nH]c2c(c1C)C(=O)CC(c1ccc(OC)c(OC)c1)C2 (stereo unspecified) | -1% |
| COc1ccc(C2CCCN2C(=O)Nc2ccc(C)c(C)c2)cc1OC (stereo unspecified) | 9% |

Additional entries:
SMILES	KCNH2 WT inh	PKM2 act	USP2a inh	Eya2 inh	Mito fusion act	TSHR antag	Chronic BCR inh	Menin-MLL TR inh	ASM inhibitor	GALK inhibitor	MBNL1-CUG inh
COc1ccc(Cl)cc1NC(=O)CN(C)C(=O)C1CC1	-14	.	4%	5%	.	1	-4%	.	-2%	.	.
COC(=O)c1ccc(CSc2nnc(-c3ccncc3)n2Cc2ccccc2)o1	-199*	-2%	-1%	-3%	1%	-4	-8%	-3%	-3%	3%	-19%
[O-][n+]1onc2c1CCc1nnc(-c3ccccc3)cc1-2	-8	-3%	-1%	-1%	-6%	-8	?	-8%	-1%	-2%	?
COc1cccc(CN2CCN(Cc3ccc(O)c(OC)c3)CC2CCO)c1 (stereo unspecified)	12	-1%	1%	-6%	7%	2	0%	-13%	-1%	3%	-15%
CC(C)N1CCN(C(=O)c2ccc(NC(=O)c3ccc(Br)o3)cc2)CC1	1	.	0%	8%	3%	-6	11%	.	0%	.	.
Cc1csc(C(C)NC(=O)c2ccc(OC3CCN(CCc4ccccc4)CC3)cc2)n1 (stereo unspecified)	16	.	4%	3%	-12%	-9	?	.	3%	-3%	-2%
CCN(CC)c1ccc(NC(=O)Cn2ncc3c(C)n(Cc4ccccc4F)c(C)c3c2=O)c(C)c1	0	2%	-2%	1%	-5%	-4	3%	3%	5%	1%	-1%

Random excerpt: two compounds from above.
SMILES	KCNH2 WT inh	PKM2 act	USP2a inh	Eya2 inh	Mito fusion act	TSHR antag	Chronic BCR inh	Menin-MLL TR inh	ASM inhibitor	GALK inhibitor	MBNL1-CUG inh
CC(C)N1CCN(C(=O)c2ccc(NC(=O)c3ccc(Br)o3)cc2)CC1	1	.	0%	8%	3%	-6	11%	.	0%	.	.
COc1cccc(CN2CCN(Cc3ccc(O)c(OC)c3)CC2CCO)c1 (stereo unspecified)	12	-1%	1%	-6%	7%	2	0%	-13%	-1%	3%	-15%
